TLR9-MyD88 inh – blocks human TLR9 binding to MyD88. Q9NR96+Q99836. CHO BLA complementation TLR9-MyD88, CCF4 FRET ratio. inhibition, % at 4.98 µM. 340,000 compounds, 0.21% hits. AID 504734;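 active means inhibition above the mean over all tested compounds plus 3 SD, cut at about 21% in these data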;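 further: 0% = DMSO only wells and 100% = clavulanate BLA inhibitor control wells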
MC4R antagonist – antagonists of human melanocortin 4 receptor (MC4R); MC4R-expressing cells, MTII-stimulated cAMP, LANCE TR-FRET; inhibition, % at 6.5 µM; P32245; 360,000 compounds, 0.48% hits;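 active means inhibition above its plate's cutoff, the mean of tested wells on that plate plus 3 SD, cut at about 29% in these data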;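 further: 0% = Melanotan II alone and 100% = Melanotan II plus saturating MCL0020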
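material = U2OS cells stably expressing human melanocortin 4 receptor (MC4R) | also added = Melanotan II challenge | dosing = single nominal compound dose of 6.5 µM | detection = TR-FRET with Eu-cAMP and labeled anti-cAMP, 671 nm | replication = singlicate | timing = compound 30 min, challenge 1 h, detection 1 h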
MC4R ag barr – human MC4R agonism via beta-arrestin; U2OS MC4R beta-arrestin complementation, luminescence; percent of melanotan II response, DMSO zero; activation, % at 8.9 µM; 360,000 compounds, 0.98% hits; AID 540308;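 active means activation above a per-plate cutoff, the mean activation of sample wells on that plate plus 3 SD, cut at about 8% in these data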
SRC3 inh – inhibitors of human steroid receptor coactivator 3 (SRC3) | Q9Y6Q9 | HEK293 GAL4-SRC3 luciferase reporter, luminescence | inhibition, % at 3.6 µM | 360,000 compounds, 0.17% hits;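 active means inhibition above a per-campaign cutoff, the mean of all compounds plus 3 SD, cut at about 60% in these data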;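 further: 0% = DMSO-treated cells and 100% = gossypol-treated cells at 36 µM; higher means less SRC3-driven luciferase light from the GAL4 reporter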
NCOA2 inhibitor – human SRC2 (NCOA2) inhibition | inhibition, % at 9 µM | Q15596 | AID 651957 | HEK293 GAL4-SRC2 luciferase reporter, luminescence | 370,000 compounds, 0.17% hits;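 active means inhibition above the mean inhibition of all tested compounds plus 3 SD, set per campaign, cut at about 52% in these data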;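 further: 0% = DMSO treated cells and 100% = cells given Gossypol at 36 µM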
LRH-1 inv ag – suppresses constitutive activity of human LRH-1; inhibition, % at 3.6 µM; 360,000 compounds, 0.13% hits; HEK293T StAR-luciferase reporter, LRH-1 transfected, 24 h; O00482;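 active means inhibition above the mean inhibition of all tested compounds plus 3 SD, cut at about 73% in these data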;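 further: 0% = DMSO wells and 100% = reporter-only cells lacking LRH-1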
ABHD5 PLIN5 PPI – inhibitors of human ABHD5-perilipin-5 interaction. Split G. princeps luciferase complementation, luminescence, 4 h. inhibition, % at 4 µM. 360,000 compounds, 0.78% hits;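 active means inhibition above the mean inhibition across every tested compound plus 3 SD, cut at about 22% in these data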;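 further: 0% = DMSO only wells and the 100% control is not disclosed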
NOD2 RIPK2 PPI – blocks binding of human NOD2 to RIPK2 | O43353 | CHO BLA complementation NOD2-RIPK2, CCF4 ratio | inhibition, % at 4.98 µM | 360,000 compounds, 0.38% hits; in the data active means inhibition above about 21%;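 further: 0% = vehicle only and 100% = reference blocker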
NCOA1 inh – human NCOA1 inhibition | Q15788 | HEK293 GAL4-SRC1 luciferase reporter, luminescence | inhibition, % at 3.6 µM | 360,000 compounds, 0.12% hits;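 active means inhibition above the campaign mean plus 3 SD, with each screening campaign given its own cutoff, cut at about 60% in these data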;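 further: 0% = DMSO treated cells and 100% = gossypol at 36 µM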
LMP1 NFkB inh – inhibitors of Epstein-Barr LMP1-induced NF-kappaB reporter | LMP1-induced NF-kappaB luciferase reporter cells, luminescence | inhibition, % at 12.5 µM | 350,000 compounds, 0.69% hits | AID 504558; in the data active means inhibition above about 41%;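 further: 0% = neutral control wells and 100% = reference inhibitor control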
COUP-TFII inh – inhibitors of human COUP-TFII (NR2F2) | HEK293T NGFI-A luciferase reporter, luminescence | AID 686940 | P24468 | inhibition, % at 8.6 µM | 370,000 compounds, 0.7% hits;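 active means inhibition above a per-plate cutoff, mean inhibition of test wells between control levels plus 3 SD, cut at about 38% in these data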;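 further: cells cotransfected with COUP-TFII expression vector driving the NGFI-A reporter; 0% = median of COUP-TF2 test wells and 100% = reporter-only cells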
Active calls of the source: *; . = not tested or not shown.

SMILES | TLR9-MyD88 inh | MC4R antagonist | MC4R ag barr | SRC3 inh | NCOA2 inhibitor | LRH-1 inv ag | ABHD5 PLIN5 PPI | NOD2 RIPK2 PPI | NCOA1 inh | LMP1 NFkB inh | COUP-TFII inh
O=C(COc1coc(CN2CCN(c3ccc(F)cc3)CC2)cc1=O)Nc1ccccc1 | 6.1 | 22.3 | -3.4 | 1.8 | -5.3 | 0.6 | 5.2 | 3.3 | -8.3 | 1.9 | -10.3
Cc1c(C(=O)O)cccc1-c1ccc(/C=C2/NC(=O)N(c3ccccc3)C2=O)o1 | -6.4 | -12.3 | -2.5 | -33.5 | -34.1 | -101.8 | 6.9 | 0.5 | -73.2 | -14.3 | -28.0
CC(C)Cc1ccc(CN2CCCC(NC(=O)c3nn(C)c(=O)c4ccccc34)C2)cc1 (configuration not stated) | -12.2 | 5.2 | 0.6 | -2.5 | -6.6 | 0.8 | -2.4 | 5.2 | -9.5 | 14.2 | -1.4
CN(C)CCCN1C(=O)C2CCc3[nH]c4ccccc4c3C2C1=O (configuration not stated) | -32.8 | -3.5 | 0.8 | -6.5 | 4.3 | 2.9 | -4.0 | 7.4 | -6.6 | -1.7 | 24.3
CCOC(=O)c1cnc(-c2cccc(OC)c2)[nH]c1=O | -3.1 | 17.1 | -1.3 | -8.4 | -15.7 | 14.3 | 3.2 | 5.1 | -4.9 | 1.5 | 6.7
NS(=O)(=O)c1ccc(CCNC(=O)[C@@H]2CCCN2S(=O)(=O)c2ccccc2F)cc1 | -9.7 | 8.1 | 1.5 | 5.7 | -8.6 | -31.1 | -5.1 | -3.3 | 6.0 | 1.5 | -0.7
COC(=O)c1ccc(S(=O)(=O)N2CCCN(Cc3ccc(F)cc3)CC2)n1C | 6.5 | -3.3 | -0.7 | 6.2 | 12.8 | 12.6 | 8.6 | -1.9 | -3.3 | 1.5 | -1.8
CC(C)C(=O)Nc1cc(C(F)(F)F)ccc1N1CCOCC1 | 0.4 | 0.6 | 0.4 | 8.1 | 2.8 | 12.1 | -2.1 | -3.9 | 1.0 | 5.6 | 3.4
Cc1ccccc1-c1nc(CS(=O)(=O)CC(=O)N2CCN(C)CC2)c(C)o1 | -1.9 | 10.3 | -0.1 | -11.3 | 1.7 | -13.1 | 13.5 | -1.2 | 12.0 | -4.1 | 8.2
CCc1ccccc1NC(=O)COc1ccc2c(=O)c(Oc3cc(C)ccc3C)coc2c1 | -10.1 | -2.9 | 3.1 | 10.9 | -11.6 | 19.8 | 7.6 | -13.5 | -1.6 | -1.7 | 4.4
C=CCn1c(SCC(=O)c2c(N)n(C3CC3)c(=O)[nH]c2=O)nnc1-c1ccc(OC)cc1 | 9.4 | 4.5 | -2.5 | 5.4 | -18.6 | -5.6 | 8.1 | 1.9 | -22.5 | 3.0 | -0.9
COc1ccc(NC(=O)CC2SC(N3CCOCC3)=NC2=O)cc1OC (configuration not stated) | 2.7 | 5.5 | -1.2 | -0.7 | 0.0 | -34.4 | 2.0 | -7.0 | 7.7 | 5.6 | 7.7
Cc1ccc(-c2nnn(C(C)C(=O)N3c4ccccc4CCc4ccccc43)n2)cc1 (configuration not stated) | -10.7 | 8.4 | -0.6 | -0.3 | -7.7 | -2.7 | -2.2 | -7.3 | -2.2 | 10.9 | 10.9
Cc1c(NC(=O)c2cc3c(s2)CCCC3)c(=O)n(-c2ccccc2)n1C | -2.2 | -3.1 | -1.8 | 5.2 | -6.9 | -7.2 | 4.1 | -10.7 | 5.0 | 0.6 | -9.3
CCOc1c(O)ccc(C2NC(=O)N(C)C(C)=C2C(=O)OC)c1[N+](=O)[O-] (configuration not stated) | -2.5 | 7.8 | 0.7 | 6.4 | -5.0 | 2.5 | -7.7 | -13.1 | 2.9 | -9.0 | 9.7
CC1c2ccsc2CCN1S(=O)(=O)c1ccccc1 (configuration not stated) | -5.6 | -0.2 | 0.9 | 8.7 | 6.7 | 1.2 | 4.3 | -5.4 | -10.7 | 2.5 | 7.3
CN1CCN(c2ccc(NC(=O)c3ccc(-c4ccc(Cl)cc4)o3)cc2)CC1 | -11.2 | 0.9 | 10.0* | -22.8 | 5.5 | 30.9 | 13.3 | 7.1 | -3.4 | 1.1 | -18.5
CC(C)N(Cc1nc(-c2ccc3c(c2)OCO3)no1)CC1CCC(=O)N1 (configuration not stated) | 1.9 | 3.9 | -2.4 | -16.0 | -19.9 | 5.5 | -10.2 | 5.5 | -14.6 | 1.7 | -3.3
O=C1c2ccncc2C(=O)N1CNc1ccc(Cl)cc1 | -5.2 | 0.0 | -1.1 | 13.1 | -11.3 | 2.3 | 1.5 | -7.9 | 0.1 | 1.5 | 18.0
CCOC(=O)C1CN(S(=O)(=O)c2ccc(C)cc2)C1 | -2.9 | 0.7 | -2.7 | -11.6 | -12.4 | -0.7 | -1.1 | -5.5 | 10.8 | 2.7 | -14.0
COc1ccc(CNC(=O)C/C(C)=N/NC(=O)C(c2ccccc2)c2ccccc2)cc1 | 2.3 | 1.7 | 0.1 | 11.2 | -1.9 | 3.8 | -8.7 | 0.1 | 9.3 | 9.0 | 1.9
ClC(Cl)(c1nnnn1-c1ccccc1)c1nnnn1-c1ccccc1 | 12.3 | -39.2 | -5.2 | 5.0 | 14.1 | 21.2 | 87.0* | 42.3* | -11.2 | -5.2 | 11.4
Cc1c(/C(O)=C2/C(=O)C(=O)N(CCN3CCOCC3)C2c2ccccn2)cnn1-c1ccccc1 (configuration not stated) | . | 6.5 | -1.1 | 85.1* | 79.7* | 82.7* | 1.5 | 2.4 | 83.6* | 54.7* | 99.8*
CCCC(=O)Nc1cc(-c2nn(C)c(=O)c3ccccc23)ccc1N1CCOCC1 | -10.6 | -2.6 | 1.5 | 22.5 | -36.7 | 20.2 | 6.8 | -3.1 | 10.5 | -2.7 | -23.0
Cc1cccc(NC(=O)c2ccc(NS(=O)(=O)c3cccc4cccnc34)cc2)c1 | 3.9 | 16.9 | -1.6 | 2.9 | -30.6 | 2.4 | 3.3 | -1.3 | -6.0 | 6.5 | 1.5

Quoted from the results shown (2 entries):
SMILES | TLR9-MyD88 inh | MC4R antagonist | MC4R ag barr | SRC3 inh | NCOA2 inhibitor | LRH-1 inv ag | ABHD5 PLIN5 PPI | NOD2 RIPK2 PPI | NCOA1 inh | LMP1 NFkB inh | COUP-TFII inh
CCCC(=O)Nc1cc(-c2nn(C)c(=O)c3ccccc23)ccc1N1CCOCC1 | -10.6 | -2.6 | 1.5 | 22.5 | -36.7 | 20.2 | 6.8 | -3.1 | 10.5 | -2.7 | -23.0
Cc1cccc(NC(=O)c2ccc(NS(=O)(=O)c3cccc4cccnc34)cc2)c1 | 3.9 | 16.9 | -1.6 | 2.9 | -30.6 | 2.4 | 3.3 | -1.3 | -6.0 | 6.5 | 1.5

Next section.
SMILES | TLR9-MyD88 inh | MC4R antagonist | MC4R ag barr | SRC3 inh | NCOA2 inhibitor | LRH-1 inv ag | ABHD5 PLIN5 PPI | NOD2 RIPK2 PPI | NCOA1 inh | LMP1 NFkB inh | COUP-TFII inh
N#C/C(=C\c1c(N2CCCCC2)nc2ccccn2c1=O)S(=O)(=O)c1ccccc1 | 0.1 | 17.5 | -0.9 | 1.0 | 10.2 | -4.8 | 12.1 | 1.2 | -2.3 | -1.5 | -24.5
O=C(O)c1cccc(-n2cccc2/C=C2\NC(=O)N(Cc3ccc(F)cc3)C2=O)c1 | -8.7 | -3.1 | 0.4 | 7.9 | -5.2 | 5.9 | 2.2 | -0.1 | -11.7 | -3.1 | -10.7
CC(C)NC(=O)N(C)C[C@H]1Oc2ccc(NC(=O)C3CC3)cc2C(=O)N([C@H](C)CO)C[C@@H]1C | 4.7 | -3.3 | 1.0 | 1.6 | 1.8 | 23.4 | 3.5 | -2.4 | -3.9 | 4.8 | -6.6
Cc1ccc(S(=O)(=O)N2C3CCCCC3O[C@H]2CC(=O)c2ccccc2)cc1 (some centres not stated) | . | . | . | . | -1.8 | -40.6 | -2.1 | -7.9 | . | . | -4.8
CCOc1cc(NC(=S)Nc2cccc(C)c2)c(OCC)cc1NC(=O)CC(C)C | -5.5 | 4.0 | -0.4 | -22.6 | 13.0 | 7.2 | -4.5 | -11.1 | -3.8 | 11.3 | 0.2
O=C(O)CCC(NC(=O)c1ccc(Cl)cc1)C(=O)O (configuration not stated) | -5.5 | 5.7 | -0.2 | 9.9 | -44.4 | 9.0 | 5.9 | 0.5 | -26.2 | -8.6 | 4.7
COc1ccc(CCNS(=O)(=O)c2cccc(F)c2)cc1OC | -3.3 | -0.4 | 2.6 | 4.2 | -22.5 | 24.9 | 1.3 | -6.2 | -6.6 | 5.6 | -11.5
Nc1cc(=O)[nH]c(SCCNS(=O)(=O)c2ccccc2)n1 | -0.2 | 4.7 | -1.2 | -4.0 | -16.8 | -6.1 | 4.6 | -6.1 | -1.6 | 3.8 | 1.4
CCNC(=S)/N=C(/Nc1ccccc1)Nc1nc(C)cc(C)n1 | . | -3.9 | -0.8 | -14.2 | -34.9 | -5.5 | -9.8 | 4.6 | -11.5 | . | -17.2
O=C(c1ccc(Cl)s1)N1CCN(c2nc3ccccc3s2)CC1 | 4.7 | 2.9 | 1.1 | 10.3 | -8.4 | 4.3 | 2.3 | 8.0 | 11.5 | -3.6 | 16.2
C/C(=N\NC(=O)CN1CCN(S(=O)(=O)c2ccc(C)cc2)CC1)c1ccncc1 | -6.2 | 9.0 | -1.1 | 14.1 | 8.9 | 7.8 | -0.7 | -17.2 | 12.0 | -2.7 | -0.9
O=C(CN1CCN(S(=O)(=O)c2ccccc2F)CC1)Nc1ccccc1C(=O)c1ccccc1 | 4.1 | 23.5 | 3.2 | 14.9 | 5.3 | 15.9 | 10.1 | 2.2 | 2.3 | -9.0 | 8.5
COc1ccccc1CCC(=O)Oc1ccccc1C#N | -8.4 | 6.8 | -0.7 | -10.5 | -1.2 | 12.8 | 1.5 | 3.0 | -3.6 | 0.9 | 15.2
COc1ccccc1CCNC(=O)CCNS(=O)(=O)c1ccc(NC(C)=O)cc1 | 3.4 | -0.7 | -0.6 | 10.0 | -4.6 | 1.1 | 7.4 | -7.3 | 0.9 | 0.3 | 0.5
CC(C)(C)NC(=O)CSc1nnc(-c2ccccc2)c(-c2ccccc2)n1 | 2.4 | -1.1 | -0.2 | -5.2 | . | 18.1 | -0.2 | -6.7 | -17.5 | 21.7 | .
O=C(c1ccc2ccccc2c1)N1CCN(S(=O)(=O)/C=C/c2ccccc2)CC1 | 3.5 | 21.7 | -0.7 | 5.2 | 21.7 | 2.4 | 2.5 | 4.7 | -6.3 | -6.6 | 23.0

A portion of the library; the hit share may differ from the screen's.
